# GPR55 activation = GPR55 agonists via beta-arrestin recruitment, primary screen, imaging, U2OS cells, beta-arrestin-GFP redistribution (AID 1961); U2OS GPR55 beta-arrestin-GFP redistribution imaging; higher % means a stronger effect; activation, % at 10 µM, or EC50 in µM where a hit was titrated; 290,000 tested, 0.048% active;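 active means activation above 40% with more than 50 cells counted in the well; inconclusive means wells holding fewer than 50 cells, flagged as toxic or sparse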;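 further: U2OS osteosarcoma cells stably expressing GPR55 and beta-arrestin-GFP; plate controls were DMSO negative control for no effect and LPI positive control for full effect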
# NOD1 inhibition = inhibition of NOD1-driven NF-kB reporter – cell-based, luminescence, uHTS, primary screen (AID 1578); NOD1-driven NF-kB luciferase reporter cells, luminescence; higher % means a stronger effect; one-dose inhibition, % at 4 µM; EC50 in µM for titrated hits; 290,000 tested, 1% active; in the data active means inhibition mostly above about 36%, no sharp cut-off; inactive means mostly below about 34%;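 further: HEK-293T reporter cells stimulated with the NOD1 agonist gamma-tri-DAP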
# KOR beta-arrestin-1 = KOR agonists, beta-arrestin recruitment, primary screen, cell-based, luminescence, uHTS (AID 1777). KOR beta-arrestin recruitment, luminescence; higher % means a stronger effect. one-dose activation, % at 10 µM; EC50 in µM for titrated hits. 280,000 tested, 0.02% active; in the data active means activation above about 50%, passing the limit was not always enough; further: a part of the inactive calls stands beside numbers as strong as those of hits
# GPR55 LPI antagonism = GPR55 antagonists blocking LPI-driven arrestin recruitment, primary screen, imaging, U2OS, beta-arrestin-GFP, LPI agonist (AID 2013). U2OS GPR55 beta-arrestin-GFP translocation imaging, LPI antagonism; higher % means a stronger effect. one-dose inhibition, % at 10 µM; IC50 in µM for titrated hits. 290,000 tested, 0.13% active;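 active means spots per cell inhibited over 60%, with over 100 cells counted and total cytoplasm intensity under 500,000; inconclusive means wells with under 100 cells, flagged as likely toxic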;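 further: U2OS cells stably carrying GPR55 and arrestin-GFP stimulated by 5 µM LPI near EC80; imaged beta-arrestin-GFP aggregate spots per cell after agonist stimulation; plate controls were LPI-stimulated DMSO wells for no effect and DMSO wells without LPI for full effect; some results filed as inactive read as strong as hits; confirmed hits need IC50 under 10 µM and bright autofluorescent wells are also inconclusive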
# HEK293 NOD2/NF-kB = inhibition of NOD2-driven NF-kB reporter – cell-based, luminescence, uHTS, HEK293 (AID 1566); HEK293 NOD2/NF-kB luciferase reporter, luminescence; higher % means a stronger effect; inhibition, % at 4 µM; hits with a dose series show EC50 in µM; 290,000 tested, 0.63% active; further: many of its hits are not listed in these tables
# KOR beta-arrestin-2 = KOR antagonists, beta-arrestin recruitment, cell-based, luminescence, uHTS (AID 1778) | 290,000 tested, 0.091% active | KOR beta-arrestin recruitment, luminescence, antagonist mode; higher % means a stronger effect | inhibition, % at 10 µM, or IC50 in µM where a hit was titrated; further: strong numbers were not always called active
# T cell modulator = modulates CD8 T cell binding to vesicles | 330,000 tested, 0.068% active | AID 2052 | 2C CD8+ T cell-vesicle binding, flow cytometry; stronger effect = lower value | calls only at 7 µM;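 active means response, share of CD8 T cells binding vesicles, and their 90th percentile fluorescence all below set limits, cut at about 80% in these data, passing the limit was not always enough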
#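 material = purified 2C TCR transgenic mouse naive CD8+ T cells | controls = Unloaded micro-vesicles (low), QL9 vesicles with 0.7% DMSO (high) | detection = cytometric PE anti-B7-1 and Alexa647 anti-CD8 signals after 1% paraformaldehyde fixation | incubation = binding step 1.5 h, 37 °C, antibody labelling 20 min, ice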
# NTR1 agonist = NTR1-driven beta-arrestin-GFP spot formation – imaging, U2OS cells, high content, primary screen (AID 493036) | 330,000 tested, 0.17% active | activation, % at 20 µM | P30989 | agonist mode;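 active means activation at or above 40% of the spot to cytoplasm intensity ratio, with at least 20 cells analyzed; inconclusive means wells under 20 cells, flagged as cytotoxic or low count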;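 further: 0% = DMSO without peptide and 100% = 100 nM NTR1 peptide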
# Target sequence (P30989 whole entry, looked up): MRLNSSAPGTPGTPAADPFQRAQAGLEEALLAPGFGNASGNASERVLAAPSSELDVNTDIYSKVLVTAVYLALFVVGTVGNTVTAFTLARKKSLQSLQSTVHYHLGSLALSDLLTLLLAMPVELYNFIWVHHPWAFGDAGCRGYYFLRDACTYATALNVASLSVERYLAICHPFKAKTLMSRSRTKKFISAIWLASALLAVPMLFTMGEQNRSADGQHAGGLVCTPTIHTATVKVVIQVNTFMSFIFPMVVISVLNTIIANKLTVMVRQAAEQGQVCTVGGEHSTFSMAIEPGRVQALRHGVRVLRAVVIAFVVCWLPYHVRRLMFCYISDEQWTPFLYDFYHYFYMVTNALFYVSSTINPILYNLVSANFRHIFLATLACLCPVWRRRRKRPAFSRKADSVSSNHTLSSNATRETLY
# Myeloid diff MLP = compounds promoting myeloid differentiation | ER-HoxA9 myeloid progenitors, lysozyme-GFP differentiation, flow cytometry | calls only at 10 µM | 360,000 tested, 1% active | AID 624256;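 active means normalized GFP-positive differentiation at or above the plate's own cutoff, the solvent-only control mean plus 3 SD; inconclusive means no clear call, values can overlap the other calls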;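 further: cells exposed to compound for four days before flow analysis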
# T cell modulator vesicle-bound % = second read-out of T cell modulator, no call of its own (marks repeat the call); double positive events, %; measured here: CD8+ vesicle-bound cell fraction;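 binding gate set so that unloaded-vesicle control wells show 10% double positive cells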
# NTR1 agonist cell count 20 µM = second read-out of NTR1 agonist, no call of its own (marks repeat the call); cell count; measured here: cell count, cytotoxicity flag
# Myeloid diff MLP GFP+ MAC1+ % = also measured in Myeloid diff MLP; calls as there; GFP+ MAC1+ double positive, %; measured here: differentiation confirmed by MAC1 staining
# * marks the source's active call; other numbers are inactive results; i = inactive; ? = inconclusive; · = not tested or not shown; + = active, no number; [ ] = dose if it differs, or a comment. Unless noted, no stated cut-off is given here; in the data, active means inhibition above about 50%; inactive means the rest. A portion of the library (hit frequency here may not be typical).
# Results follow in this order: HEK293 NOD2/NF-kB	T cell modulator vesicle-bound %	T cell modulator	GPR55 LPI antagonism	GPR55 activation	NOD1 inhibition	NTR1 agonist	KOR beta-arrestin-2	Myeloid diff MLP	KOR beta-arrestin-1	Myeloid diff MLP GFP+ MAC1+ %	NTR1 agonist cell count 20 µM
> COc1ccc(CN(C(=O)CSc2nnc(-c3ccccc3C)o2)c2ccc(F)cc2)cc1
→ 13%	52	i	-5%	0.5%	-28%	1.2	-22%	i	3.5%	1.6	35
> COc1ccccc1CNC(=O)C1CCCN(S(=O)(=O)c2cccc3nsnc23)C1 (stereo unspecified)
→ -15%	14	i	4%	-0.2%	-1%	1.6	-56%	?	5.5%	·	68
> O=C1CN(C(=O)c2cc3ccccc3oc2=O)C(c2ccc(F)cc2)c2cc(F)ccc2N1 (stereo unspecified)
→ 2%	43	i	-8%	-0.3%	36%	3.6	-41%	i	4.0%	2.1	76
> O=C(NC(=S)NC(c1ccccc1)c1ccncc1)c1ccccc1 (stereo unspecified)
→ 29%	42	i	1%	0.3%	13%	5.6	·	i	10%	0.7	57
> Nc1c(C(=O)c2ccc(Cl)cc2)sc2nc3c(cc12)CCC3
→ -26%	25	i	10%	0.5%	-33%	7.1	8%	i	0.6%	0.4	47
> O=C1NC2(CCCCC2)C(=O)N1c1ccc(Cl)cc1
→ 8%	60	i	6%	-0.2%	-26%	2.0	12%	i	-0.4%	0.2	66
> CC(=O)c1c(C)nn(CC(O)COc2ccc3ccccc3c2)c1C (stereo unspecified)
→ 14%	19	i	-3%	0.2%	-16%	2.2	-29%[20 µM]	i	·	0.1	70
> Cc1occc1C(=O)N/N=C/C=C/c1ccc(N(C)C)cc1
→ -27%	27	i	-16%	-0.1%	-19%	-0.4	-22%	i	6.9%	0.4	65
> CCCS(=O)(=O)N1CCN(C(=O)c2ccco2)CC1
→ 14%	58	i	-15%	-0.1%	-5%	2.2	-26%	i	2.0%	1.5	80
> CNc1ccc(SC#N)cc1
→ -1%	3	i	-2%	-0.1%	-33%	-0.1	-12%	i	-1.7%	0.9	69
> O=C(Cc1ccccc1)Nc1cccc(N2C(=O)C=CC2=O)c1
→ 43%	42	i	9%	0.1%	26%	·	·	i	9.0%	0.5	·
> COC(=O)C1CCN(C(=O)c2ccc3oc(Cc4ccc(Cl)cc4)nc3c2)CC1
→ -5%	23	i	2%	0.0%	-30%	0.7	-1%	i	-3.1%	8.1	61
> O=c1c2c(nc3nc(NCc4ccc(Cl)cc4)[nH]n13)CCC2
→ 8%	32	i	1%	0.1%	-50%	-0.1	-6%	i	-2.0%	0.7	34
> COc1ccc(CCNC(=O)CCC(=O)N2CCOc3ccc(Cl)cc32)cc1OC
→ 10%	25	i	6%	-0.1%	52%	1.5	-7%[20 µM]	i	-1.2%	2.9	63
> CC1CCCCC1NC(=S)NC(=O)c1ccccc1Br (stereo unspecified)
→ -17%	50	i	-5%	-0.2%	-7%	9.3	-19%	i	5.3%	0.2	54
> COc1ccc2ccccc2c1/C=N/O
→ -27%	50	i	-12%	-0.3%	3%	0.2	-23%	i	5.3%	0.9	78
> CC(=O)N(CCc1ccccc1C)Cc1cc2ccc(C)cc2[nH]c1=O
→ 8%	18	i	-4%	0.3%	-1%	0.1	-39%	i	-2.4%	0.4	48
> COc1cccc(NC(=O)c2nc(SC)ncc2Cl)c1
→ 11%	26	i	?	-0.2%	0%	6.3	5%	·	-4.3%	·	38
> CCn1c(-c2cc(-c3ccccc3OC)nc3ccccc23)n[nH]c1=S
→ 14%	26	i	-6%	-0.3%	16%	4.6	-2%	i	1.6%	0.3	41
> CC(C)C(=O)Nc1ccc(C(=O)c2ccccc2)cc1
→ 16%	17	i	2%	0.0%	-3%	-0.5	1%	i	3.6%	0.5	93
> O=C(CSc1n[nH]c(-c2ccco2)n1)Nc1ccc(F)cc1
→ -2%	28	i	14%	-0.4%	-19%	0.4	-17%	i	0.8%	0.4	51
> Cc1ccc(S(=O)(=O)N(C)CCCC(=O)Nc2ccncc2)cc1
→ 34%	33	i	9%	-0.1%	34%	-0.7	21%	i	-1.2%	2.7	100
> O=C(CN1C(=O)c2ccccc2C1=O)Nc1cccc([N+](=O)[O-])c1
→ 4%	56	i	4%	-0.2%	-12%	5.2	·	i	-1.6%	0.3	92
> O=C(Nc1ccncc1)c1ccc2c(c1)C(=O)N(CC1CCCO1)C2=O (stereo unspecified)
→ 1%	40	i	0%	-0.2%	-32%	-0.5	-21%	i	0.5%	2.4	80
> O=C(O)CCc1ccc(-c2ccccc2)n1CC1CCCO1 (stereo unspecified)
→ -4%	14	i	-7%	0.0%	6%	-0.6	24%	i	-3.3%	1.0	54
> Cc1ccc(C2=N/C(=C/c3cccs3)C(=O)N2Nc2ccccc2)cc1
→ -6%	26	i	8%	0.1%	14%	7.2	-1%	i	-4.2%	7.7	54
> COc1ccccc1OCC(=O)OCC(=O)NCCN1C(=O)CSC1=O
→ -1%	39	i	4%	-0.1%	-9%	-0.2	9%	i	5.4%	1.0	74
> CCN(CC)CCOC(=O)c1cccc(OC)c1
→ 2%	10	i	7%	-0.2%	10%	-0.1	-50%	i	-2.6%	2.0	39
> N#C/C(=C\Nc1ccc(Cl)cc1)S(=O)(=O)c1ccccn1
→ 23%	31	i	-1%	0.6%	-2%	1.9	41%	i	1.3%	1.0	47
> CCCC(NS(=O)(=O)c1ccc(OC)cc1)C(=O)O (stereo unspecified)
→ 7%	26	i	2%	0.3%	5%	5.9	-3%	i	0.1%	0.5	108
> Cc1ccc(/C=C(\C#N)C(=O)N2CCCC2)c(C)c1
→ -3%	36	i	7%	-0.6%	-16%	1.3	4%	i	-5.1%	0.8	34
> O=C(CSc1ncnc2ccccc12)NCc1ccco1
→ 12%	18	i	5%	-0.3%	-23%	-0.9	-29%	i	5.9%	0.7	45
> CCC(=O)Nc1c2c(nn1-c1ccc(OC)cc1)CSC2
→ 8%	11	i	0%	-0.2%	-6%	0.5	-4%	i	-3.4%	0.6	62
> CCOC(=O)c1cc(-c2ccccc2)n(CCC(=O)NC(C)CC)c1C (stereo unspecified)
→ 25%	53	i	5%	0.6%	-7%	-0.6	39%	i	2.9%	4.5	82
> COc1c(O)cc2oc(-c3ccc(O)cc3)cc(=O)c2c1O
→ -173%	28	i	-3%	0.6%	1%	1.2	49%	i	0.3%	1.2	59
> CC(=O)C1=C(C)N2CCN=C2S1
→ 5%	13	i	-12%	-0.1%	0%	1.1	4%	i	0.1%	0.5	52
> CCC(C)[C@H](NC(=O)[C@@H]1CSC2c3ccccc3C(=O)N21)C(=O)NC1CCCC1 (stereo partly specified)
→ 10%	25	i	14%	0.3%	-24%	-0.3	8%	i	-0.5%	4.3	74
> O=S(=O)(c1cccc(S(=O)(=O)N2CCCC2)c1)c1cccc(S(=O)(=O)N2CCCC2)c1
→ 11%	40	i	7%	-0.2%	14%	-0.2	17%	i	-8.9%	0.7	93
> O=C(CN1C(=O)NC2(CCCC2)C1=O)Nc1ccc(OC(F)(F)F)cc1
→ 7%	15	i	8%	0.6%	-23%	-1.2	-15%	i	-2.1%	0.1	51
> CCCCCSc1nc2c(cnn2-c2ccccc2)c(=O)[nH]1
→ 22%	12	i	6%	-0.1%	-13%	19	-4%	i	-3.1%	1.1	102
> CCCc1nc2sc3c(=O)n(N)cnc3c2c2c1CCCC2
→ 19%	62	i	-4%	-0.3%	-2%	6.2	-14%	i	6.3%	0.3	85
> COc1ccc(/C=N/n2c(=S)n(C)c3ccccc32)cc1OC
→ 10%	3	i	14%	0.3%	-9%	1.9	-4%	i	2.9%	0.6	84
> COc1cc(Cl)c(S(=O)(=O)n2cnc(C)c2)cc1Cl
→ 16%	4	i	3%	-0.1%	-22%	1.7	34%	i	-2.6%	4.9	43
> COc1cccc(CN2CCN(Cc3nc(-c4cccc(F)c4F)oc3C)CC2=O)c1
→ 12%	56	i	·	0.2%	-12%	0.8	-46%[20 µM]	i	·	0.5	85
> CCc1cccc(CC)c1NC(=O)CO/N=C(\C)c1cccs1
→ 7%	58	i	7%	0.4%	16%	0.3	-48%	i	-2.1%	0.7	56
> CCSc1nc(-c2ccccc2)c(-c2ccccc2)n1CC(O)CO (stereo unspecified)
→ -2%	57	i	-14%	-0.7%	-17%	0.4	-15%	i	-3.0%	0.5	68
> CCN(Cc1cnn(C)c1)Cc1nc(C(c2ccccc2)c2ccccc2)no1
→ 20%	32	i	9%	0.2%	-12%	0.2	8%	i	-0.9%	0.1	50
> Cc1ccc(NC(=O)C(c2ccc(Cl)cc2)N2CCCCC2)cc1 (stereo unspecified)
→ 4%	·	·	-8%	-0.3%	2%	·	-17%	i	5.2%	0.7	·
> Cc1ccc(NC(=O)CN2CCc3ccccc3C2)cc1F
→ -12%	33	i	8%	-0.2%	-12%	1.5	-9%	i	5.7%	0.3	59
> O=C(CSc1nc(NS(=O)(=O)c2ccccc2)cc(=O)[nH]1)Nc1ccc(Cl)cc1
→ -4%	·	·	-1%	0.2%	-22%	·	5%	i	-1.1%	0.8	·
> Cc1cc(Cl)cc(C)c1OCC(=O)O
→ -11%	20	i	3%	0.5%	-12%	-1.1	3%	i	5.8%	0.2	77
> O=C(Nn1cnnc1)c1cc2cc(Br)ccc2oc1=O
→ -8%	26	i	4%	-0.1%	-19%	-1.7	20%	i	8.0%	0.5	71
> c1ccc(-n2nnnc2NCCc2c[nH]c3ccccc23)cc1
→ 10%	56	i	7%	0.4%	29%	-1.6	44%	i	-4.1%	1.0	95
> Nc1ccc2c3c(cccc13)C(=O)N(c1ccccc1)C2=O
→ 4%	·	·	2%	0.5%	-19%	·	11%	+	-6.6%	7.1*	·
> CCOC(=O)CC1CCCCN1Cc1cn[nH]c1-c1ccc(F)cc1F (stereo unspecified)
→ 11%	34	i	2%	-0.2%	-46%	-0.5	2%	i	-2.1%	0.1	60

# Assay outcomes: PubChem BioAssay, several laboratories
